High-throughput results: PubChem BioAssay, Broad Institute
NSD2 inh: NSD2 (human) methyltransferase inhibition | O96028 | NSD2-SET H3K36me1 DELFIA fluorescence, biochemical | inhibition, % at 12.5 µM | actives 0.07% (n = 44,000); in the data active = inhibition above about 54%, passing the limit was not always enough; inconclusive = no clear call, values can overlap the other calls;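 also: inhibitors reduce the monomethyl H3K36 fluorescence signal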
Target sequence (O96028 whole entry, looked up): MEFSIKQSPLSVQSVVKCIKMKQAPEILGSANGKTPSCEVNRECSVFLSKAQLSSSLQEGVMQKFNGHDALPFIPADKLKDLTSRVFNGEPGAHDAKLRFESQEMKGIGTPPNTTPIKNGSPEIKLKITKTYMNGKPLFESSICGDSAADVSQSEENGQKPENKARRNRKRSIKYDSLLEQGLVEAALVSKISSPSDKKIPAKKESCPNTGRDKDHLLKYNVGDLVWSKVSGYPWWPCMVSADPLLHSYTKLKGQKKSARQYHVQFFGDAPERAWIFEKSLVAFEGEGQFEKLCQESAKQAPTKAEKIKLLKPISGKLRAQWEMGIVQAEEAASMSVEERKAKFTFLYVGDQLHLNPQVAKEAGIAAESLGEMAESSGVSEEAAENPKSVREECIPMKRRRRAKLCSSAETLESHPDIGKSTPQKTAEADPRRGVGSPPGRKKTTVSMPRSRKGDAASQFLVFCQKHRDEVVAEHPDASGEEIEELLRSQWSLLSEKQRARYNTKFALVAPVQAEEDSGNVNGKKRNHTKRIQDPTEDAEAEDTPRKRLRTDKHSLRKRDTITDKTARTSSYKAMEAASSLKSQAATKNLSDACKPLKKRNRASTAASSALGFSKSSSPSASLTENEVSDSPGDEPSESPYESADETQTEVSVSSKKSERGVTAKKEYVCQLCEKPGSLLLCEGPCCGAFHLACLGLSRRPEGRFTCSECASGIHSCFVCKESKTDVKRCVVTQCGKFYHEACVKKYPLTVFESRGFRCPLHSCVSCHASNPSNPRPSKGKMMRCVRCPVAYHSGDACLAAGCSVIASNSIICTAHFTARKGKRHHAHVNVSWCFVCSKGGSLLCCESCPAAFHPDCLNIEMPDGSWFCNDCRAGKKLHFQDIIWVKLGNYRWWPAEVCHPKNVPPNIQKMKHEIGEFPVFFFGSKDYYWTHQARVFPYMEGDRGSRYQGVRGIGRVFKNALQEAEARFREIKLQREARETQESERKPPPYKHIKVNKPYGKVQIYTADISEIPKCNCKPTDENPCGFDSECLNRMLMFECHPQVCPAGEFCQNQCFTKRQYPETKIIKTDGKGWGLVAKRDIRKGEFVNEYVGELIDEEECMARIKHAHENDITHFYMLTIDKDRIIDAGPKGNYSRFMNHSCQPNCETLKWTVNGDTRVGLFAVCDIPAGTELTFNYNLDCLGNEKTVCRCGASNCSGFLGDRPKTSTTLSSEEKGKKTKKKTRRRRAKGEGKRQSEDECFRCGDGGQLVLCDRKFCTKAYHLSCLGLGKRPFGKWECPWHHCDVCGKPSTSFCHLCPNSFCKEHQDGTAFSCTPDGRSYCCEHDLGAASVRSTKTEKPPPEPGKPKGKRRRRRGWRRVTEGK
Starred values were filed as active, the others as inactive; ? = inconclusive. These rows are one share of the data, so the mix of outcomes need not match the whole.

NSD2 inh	SMILES
14	C[C@@H]1CN([C@@H](C)CO)C(=O)c2cc(NC(=O)C3CC3)ccc2O[C@H]1CN(C)S(=O)(=O)c1ccc(F)cc1
41	C[C@@H]1CN([C@H](C)CO)C(=O)c2cccc(NS(=O)(=O)c3cn(C)cn3)c2O[C@@H]1CN(C)Cc1ccc(C(F)(F)F)cc1
1	CC/C=C\C/C=C\C/C=C\C/C=C\C/C=C\C/C=C\CCC(=O)O
-7	C[C@@H]1CN([C@H](C)CO)C(=O)c2cc(NC(=O)c3ccncc3)ccc2O[C@H]1CN(C)C(=O)Nc1ccc(C(F)(F)F)cc1
20	CCCCCCNC(=O)Nc1ccc(S(=O)(=O)Nc2ccc(CCNCC(O)COc3ccc(O)cc3)cc2)cc1 (stereo unspecified)
1	C[C@H](CO)N1C[C@H](C)[C@H](CN(C)S(C)(=O)=O)Oc2ccc(NS(=O)(=O)c3ccccc3)cc2C1=O
-5	C[C@@H]1CCCCO[C@@H](CN(C)Cc2ccc(Cl)c(Cl)c2)[C@H](C)CN([C@@H](C)CO)C(=O)c2cc(NS(=O)(=O)c3ccc(F)cc3)ccc2O1
-8	CSc1nnc(Cc2ccccc2)c(=O)[nH]1
-6	Cc1noc(C)c1S(=O)(=O)Nc1ccc2c(c1)C(=O)N([C@@H](C)CO)C[C@@H](C)[C@H](CN(C)S(=O)(=O)c1ccc(F)cc1)OCCCC[C@H](C)O2
0	COc1ccc(S(=O)(=O)Nc2ccc3c(c2)C(=O)N([C@@H](C)CO)C[C@@H](C)[C@@H](CN(C)CC2CC2)O3)cc1
-7	COc1ccc(CN(C)C[C@H]2Oc3c(NC(=O)C4CCOCC4)cccc3C(=O)N([C@@H](C)CO)C[C@@H]2C)cc1
2	CC(C)NC(=O)N(C)C[C@@H]1Oc2ccc(NC(=O)Nc3ccc(F)cc3)cc2C(=O)N([C@H](C)CO)C[C@H]1C
0	C[C@H]1CN([C@@H](C)CO)C(=O)Cc2cc(NS(=O)(=O)c3cccs3)ccc2O[C@@H]1CN(C)C(=O)Nc1ccc(C(F)(F)F)cc1
6	O=C(C[C@@H]1C[C@@H]2c3cc(NC(=O)Nc4ccc(C(F)(F)F)cc4)ccc3O[C@@H]2[C@@H](CO)O1)NCc1ccccn1
-3	CCC(=O)N(C)C[C@H]1Oc2cc(C#CCC(C)C)ccc2S(=O)(=O)N([C@@H](C)CO)C[C@@H]1C
-4	O=C(O)C[C@H]1C[C@H]2c3cc(NC(=O)Nc4ccc(F)cc4)ccc3O[C@H]2[C@@H](CO)O1
-6	C[C@H]1CN([C@@H](C)CO)C(=O)c2cc(NC(=O)Nc3cccc4ccccc34)ccc2O[C@H]1CN(C)Cc1ccc(Cl)c(Cl)c1
-198	C[C@@H]1CCCCO[C@H](CN(C)C(=O)Nc2ccccc2)[C@@H](C)CN([C@@H](C)CO)C(=O)c2cc(NC(=O)C3CCCCC3)ccc2O1
7	C[C@@H]1CN([C@H](C)CO)S(=O)(=O)c2ccc(C#CC3CC3)cc2O[C@@H]1CN(C)Cc1cccc(F)c1
14	COc1c(CCC(=O)O)c(O[C@@H]2O[C@H](CO)[C@@H](O)[C@H](O)[C@H]2O)cc2occc12
-2	C[C@@H]1CN([C@@H](C)CO)C(=O)c2cccc(NC(=O)CCCCCC(=O)Nc3ccccc3N)c2O[C@@H]1CN(C)S(=O)(=O)c1cn(C)cn1
2	COc1ccc(S(=O)(=O)N(C)C[C@@H]2Oc3c(NC(=O)Nc4cccc5ccccc45)cccc3C(=O)N([C@H](C)CO)C[C@@H]2C)cc1
-3	Clc1ccc2nc(NC3=NCN(CCN4CCOCC4)CN3)nc(-c3ccccc3)c2c1
1	C[C@H](CO)N1C[C@H](C)[C@@H](CN(C)Cc2ccc(C(=O)Nc3ccccc3N)cc2)Oc2c(NC(=O)c3cnccn3)cccc2C1=O
-1	CC(=O)NCCCC[C@@H]1NC(=O)[C@H]2C[C@@H](C(=O)NCCCCCCNC(=O)CS)[C@@H](c3ccc(O)cc3)N2C1=O

Continued, starting with the last 3 of the part before.
NSD2 inh	SMILES
-3	Clc1ccc2nc(NC3=NCN(CCN4CCOCC4)CN3)nc(-c3ccccc3)c2c1
1	C[C@H](CO)N1C[C@H](C)[C@@H](CN(C)Cc2ccc(C(=O)Nc3ccccc3N)cc2)Oc2c(NC(=O)c3cnccn3)cccc2C1=O
-1	CC(=O)NCCCC[C@@H]1NC(=O)[C@H]2C[C@@H](C(=O)NCCCCCCNC(=O)CS)[C@@H](c3ccc(O)cc3)N2C1=O
3	O=C(C[C@H]1CC[C@H](NC(=O)c2cccnc2)[C@@H](CO)O1)NCc1ccc(Cl)c(Cl)c1
1	COc1ccc(NC(=O)Nc2cccc3c2O[C@H](CN(C)C(=O)Nc2ccc(F)cc2)[C@@H](C)CN([C@H](C)CO)C3=O)cc1
1	CC(C)NC(=O)N(C)C[C@H]1Oc2ccc(NC(=O)c3ccncc3)cc2C(=O)N([C@H](C)CO)C[C@H]1C
-1	C[C@@H]1CN([C@@H](C)CO)C(=O)Cc2cc(NC(=O)C3CC3)ccc2O[C@@H]1CN(C)S(=O)(=O)c1cn(C)cn1
1	COc1ccc(CN(C)C[C@H]2OCCCC[C@@H](C)Oc3ccc(NS(=O)(=O)c4ccc(Cl)cc4)cc3C(=O)N([C@@H](C)CO)C[C@H]2C)cc1
1	Cc1noc(C)c1S(=O)(=O)N(C)C[C@@H]1Oc2ccc(NS(=O)(=O)c3cccs3)cc2C(=O)N([C@@H](C)CO)C[C@@H]1C
?	C[C@H](O)C#Cc1ccc2c(c1)O[C@H](CN(C)Cc1ccc(-c3ccccc3)cc1)[C@@H](C)CN([C@@H](C)CO)S2(=O)=O
-4	CN1CCN(C(=O)C[C@H]2CC[C@@H](NS(=O)(=O)c3cccc(F)c3)[C@@H](CO)O2)CC1
-9	C[C@@H]1CN([C@H](C)CO)C(=O)Cc2cc(N(C)C)ccc2O[C@H]1CN(C)S(=O)(=O)c1ccccc1
6	Cc1[nH]ccc2c1[nH]c1cc(=O)ccc12
8	C[C@@H]1CN([C@H](C)CO)S(=O)(=O)c2ccc(C#CC3CCCCC3)cc2O[C@@H]1CN(C)Cc1cccnc1
3	C[C@H](CO)N1C[C@H](C)[C@@H](CN(C)CC2CC2)Oc2ccc(NC(=O)CCCN(C)C)cc2CC1=O
0	COc1cc(C=O)cc2c1[nH]c1ccccc12
1	C[C@H](CO)N1C[C@H](C)[C@@H](CN(C)Cc2ccccc2)Oc2ccc(NS(C)(=O)=O)cc2C1=O
-2	COc1ccc(CN(C)C[C@@H]2OCCCC[C@H](C)Oc3ccc(NC(=O)Nc4c(C)noc4C)cc3C(=O)N([C@@H](C)CO)C[C@@H]2C)cc1
-4	C[C@H]1CN([C@@H](C)CO)C(=O)c2cccc(NC(=O)Nc3ccc(F)cc3)c2O[C@@H]1CN(C)C(=O)Nc1cccc2ccccc12
4	C[C@@H]1O[C@@H](OC[C@H]2O[C@@H](Oc3ccc(O)cc3)[C@H](O)[C@@H](OC(=O)c3ccc(O)cc3)[C@@H]2O)[C@H](O)[C@H](O)[C@H]1O
-7	Cc1noc(C)c1S(=O)(=O)Nc1ccc2c(c1)C(=O)N([C@H](C)CO)C[C@H](C)[C@H](CN(C)C(=O)Nc1ccc3c(c1)OCO3)OCCCC[C@H](C)O2
3	COCC(=O)N(C)C[C@H]1Oc2ncc(C#CCC3CCCC3)cc2C(=O)N([C@H](C)CO)C[C@@H]1C
-4	C[C@@H]1CN([C@H](C)CO)C(=O)Cc2cc(NC(=O)CCCCCC(=O)Nc3ccccc3N)ccc2O[C@@H]1CN(C)S(=O)(=O)c1ccccc1
0	Cc1noc(C)c1NC(=O)Nc1ccc2c(c1)CC(=O)N([C@H](C)CO)C[C@@H](C)[C@H](CN(C)C(=O)Nc1ccc(F)cc1)O2
-4	C[C@@H]1CCCCO[C@@H](CN(C)S(=O)(=O)c2ccccc2)[C@@H](C)CN([C@@H](C)CO)C(=O)c2cc(NS(C)(=O)=O)ccc2O1
59*	COc1cc(C2Oc3c(OC)cc(CCCO)cc3C2CO)ccc1O[C@H]1O[C@H](C)[C@@H](O)[C@H](O)[C@@H]1O (stereo partly specified)
1	Cc1ccc(-c2cnc3c(c2)C(=O)N([C@H](C)CO)C[C@@H](C)[C@H](CN(C)C(=O)c2ccccc2)O3)cc1
1	O=C(C[C@H]1CC[C@H](NC(=O)c2ccncc2)[C@H](CO)O1)NCC1CC1

Among those listed so far, 2 contain a thiophene ring, fused or not:
NSD2 inh	SMILES
0	C[C@H]1CN([C@@H](C)CO)C(=O)Cc2cc(NS(=O)(=O)c3cccs3)ccc2O[C@@H]1CN(C)C(=O)Nc1ccc(C(F)(F)F)cc1
1	Cc1noc(C)c1S(=O)(=O)N(C)C[C@@H]1Oc2ccc(NS(=O)(=O)c3cccs3)cc2C(=O)N([C@@H](C)CO)C[C@@H]1C

New compounds follow
NSD2 inh	SMILES
2	Cc1cccc(CN(C)C[C@@H]2OCc3cnnn3CCCC(=O)N([C@@H](C)CO)C[C@H]2C)c1
5	C[C@H]1CN([C@@H](C)CO)S(=O)(=O)c2ccc(C#CCN(C)C)cc2O[C@@H]1CN(C)Cc1ccc2c(c1)OCO2
-1	C[C@@H]1CN([C@H](C)CO)C(=O)c2cc(NC(=O)Cn3cnnn3)ccc2O[C@@H]1CN(C)Cc1ccc2c(c1)OCO2
-11	C[C@@H]1CN([C@@H](C)CO)C(=O)c2cc(NS(=O)(=O)c3cccs3)ccc2O[C@H]1CN(C)Cc1ccc(Oc2ccccc2)cc1
0	Cc1cc(C(=O)Nc2cccc3c2O[C@@H](CN(C)C(=O)Nc2ccc(C(F)(F)F)cc2)[C@@H](C)CN([C@H](C)CO)C3=O)n(C)n1
-4	Cc1noc(C)c1S(=O)(=O)N(C)C[C@H]1OCCCC[C@@H](C)Oc2ccc(NC(=O)Cc3ccccc3)cc2C(=O)N([C@@H](C)CO)C[C@@H]1C
1	C[C@@H]1CN([C@H](C)CO)C(=O)c2cccc(NC(=O)CCCCCC(=O)Nc3ccccc3N)c2O[C@@H]1CN(C)S(=O)(=O)c1ccccc1
-3	CCCN(C)C[C@H]1Oc2ncc(Br)cc2C(=O)N([C@H](C)CO)C[C@H]1C
0	C[C@H](CO)N1C[C@H](C)[C@H](CN(C)Cc2ccc(C(=O)O)cc2)Oc2ccc(NC(=O)C3CCCCC3)cc2CC1=O
-3	C[C@@H]1CN([C@H](C)CO)S(=O)(=O)c2ccc(-c3cccc(F)c3)cc2O[C@@H]1CN(C)C(=O)C1CC1
-18	C[C@H](CO)N1C[C@H](C)[C@@H](CN(C)CC2CC2)Oc2ccc(NS(=O)(=O)c3cccs3)cc2CC1=O
-4	CCOC(=O)C1C(=O)C(=O)Nc2ccccc21 (stereo unspecified)
20	Cc1noc(C)c1S(=O)(=O)N(C)C[C@@H]1OCCCC[C@H](C)Oc2ccc(NC(=O)Nc3ccc(F)cc3)cc2C(=O)N([C@H](C)CO)C[C@@H]1C
8	CN(C)CC(=O)Nc1ccc2c(c1)[C@@H]1C[C@H](CC(=O)NCc3cccnc3)O[C@@H](CO)[C@@H]1O2
-5	CC(C)C#Cc1ccc2c(c1)O[C@@H](CN(C)S(C)(=O)=O)[C@@H](C)CN([C@H](C)CO)S2(=O)=O
3	C[C@H](CO)N1C[C@H](C)[C@@H](CN(C)S(=O)(=O)c2ccc(F)cc2)Oc2ccc(NC(=O)C3CC3)cc2CC1=O
-11	C[C@H](CO)N1C[C@H](C)[C@H](CN(C)C(=O)Nc2ccc(C(F)(F)F)cc2)Oc2ccc(NC(=O)Cc3cn(C)c4ccccc34)cc2CC1=O
-2	CC(C)C#Cc1cnc2c(c1)C(=O)N([C@H](C)CO)C[C@H](C)[C@@H](CN(C)C(=O)c1cccc(F)c1)O2
-7	C[C@H](CO)N1C[C@H](C)[C@H](CN(C)Cc2ccc(C(=O)O)cc2)Oc2c(cccc2N(C)C)C1=O
1	O=C(C[C@@H]1CC[C@H](NS(=O)(=O)c2ccc(F)cc2)[C@@H](CO)O1)NCc1ccc(Cl)c(Cl)c1
3	CCCNc1ncnc2ccc(Br)cc12
-3	C[C@@H]1CN([C@H](C)CO)C(=O)c2cc(C#CCC3CCCC3)cnc2O[C@H]1CN(C)C(=O)CC1CC1
-7	C[C@@H]1CCCCO[C@@H](CN(C)Cc2ccc3c(c2)OCO3)[C@@H](C)CN([C@@H](C)CO)C(=O)c2cc(NS(=O)(=O)c3cn(C)cn3)ccc2O1
2	O=C(CCCCC(=O)N/N=C/C1=CCCCC1)NO
2	C[C@H]1CN([C@@H](C)CO)C(=O)CCCn2cc(nn2)CO[C@H]1CN(C)C(=O)Nc1ccc(C(F)(F)F)cc1

Copied from the list.
Value for C[C@@H]1CN([C@@H](C)CO)C(=O)c2cc(NS(=O)(=O)c3cccs3)ccc2O[C@H]1CN(C)Cc1ccc(Oc2ccccc2)cc1 under NSD2 inh: -11
Value for CCCN(C)C[C@H]1Oc2ncc(Br)cc2C(=O)N([C@H](C)CO)C[C@H]1C under NSD2 inh: -3
Value for C[C@@H]1CCCCO[C@@H](CN(C)Cc2ccc3c(c2)OCO3)[C@@H](C)CN([C@@H](C)CO)C(=O)c2cc(NS(=O)(=O)c3cn(C)cn3)ccc2O1 under NSD2 inh: -7
Value for O=C(C[C@@H]1CC[C@H](NS(=O)(=O)c2ccc(F)cc2)[C@@H](CO)O1)NCc1ccc(Cl)c(Cl)c1 under NSD2 inh: 1
Value for C[C@H](CO)N1C[C@H](C)[C@H](CN(C)Cc2ccc(C(=O)O)cc2)Oc2ccc(NC(=O)C3CCCCC3)cc2CC1=O under NSD2 inh: 0
Value for C[C@H]1CN([C@@H](C)CO)C(=O)CCCn2cc(nn2)CO[C@H]1CN(C)C(=O)Nc1ccc(C(F)(F)F)cc1 under NSD2 inh: 2

Remaining list, next part
NSD2 inh	SMILES
-4	Cc1ccc(S(=O)(=O)N(C)C[C@H]2Oc3cc(C#Cc4ccccc4)ccc3S(=O)(=O)N([C@H](C)CO)C[C@H]2C)cc1
8	CC(C)NC(=O)N(C)C[C@@H]1Oc2ncc(-c3ccccc3F)cc2C(=O)N([C@@H](C)CO)C[C@@H]1C
-10	COCC(=O)Nc1ccc2c(c1)[C@H]1C[C@H](CC(=O)NCCc3ccccc3)O[C@H](CO)[C@H]1O2
-1	Cc1ccc(S(=O)(=O)Nc2cccc3c2O[C@H](CN(C)S(=O)(=O)c2ccccc2)[C@@H](C)CN([C@@H](C)CO)C3=O)cc1
1	C[C@@H]1CN([C@@H](C)CO)C(=O)Cc2cc(NC(=O)Nc3ccc(C(F)(F)F)cc3)ccc2O[C@@H]1CN(C)S(C)(=O)=O
